# PME-1 primary = blocks human protein phosphatase methylesterase 1; Q9Y570; recombinant PME-1, FP-Rh probe fluorescence polarization; inhibition, % at 5.9 µM; 320,000 compounds, 0.53% hits; AID 2130;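 active = inhibition above the campaign mean of all compounds plus 3 SD, cut at about 26% in these data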;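 also: competitive labeling of PME-1 active site by serine hydrolase directed probe; 0% = PME-1 with DMSO and 100% = wells lacking PME-1 enzyme; inhibitors block probe labeling so polarization falls and inhibition rises; many of its hits are not listed in these tables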
# Target sequence (Q9Y570 whole entry, looked up): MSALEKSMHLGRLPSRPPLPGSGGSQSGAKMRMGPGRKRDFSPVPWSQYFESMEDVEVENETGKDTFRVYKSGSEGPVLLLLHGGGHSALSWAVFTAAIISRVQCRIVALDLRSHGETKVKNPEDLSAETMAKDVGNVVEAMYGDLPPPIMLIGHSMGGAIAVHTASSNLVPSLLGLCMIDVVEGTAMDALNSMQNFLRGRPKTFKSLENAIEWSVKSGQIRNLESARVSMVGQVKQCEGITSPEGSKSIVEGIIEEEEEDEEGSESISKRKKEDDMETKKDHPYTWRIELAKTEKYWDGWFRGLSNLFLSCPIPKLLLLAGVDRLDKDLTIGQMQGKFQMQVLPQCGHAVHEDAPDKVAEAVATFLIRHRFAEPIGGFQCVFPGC
# PAD4 inh = PAD4 (human) enzyme inhibition | Q9UM07 | recombinant PAD4, RCA probe fluorescence polarization | inhibition, % at 6.36 µM | 330,000 compounds, 0.41% hits | AID 485272;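 active = percent inhibition above a cutoff equal to the mean of all tested compounds plus 3 SD, cut at about 15% in these data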;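 also: 0% = PAD4 with RCA probe and DMSO and 100% = probe without PAD4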
# PAFAH1B2 FP inh = PAFAH1B2 (human) inhibition | P68402 | recombinant PAFAH1B2, FP-rhodamine activity probe, fluorescence polarization | inhibition, % at 3.39 µM | 340,000 compounds, 1.2% hits | AID 492953;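 active = inhibition above the mean of all tested compounds plus 3 SD, cut at about 24% in these data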;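 also: 0% = enzyme with DMSO and 100% = wells lacking PAFAH1B2; many of its hits are not listed in these tables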
# Target sequence (P68402 whole entry, looked up): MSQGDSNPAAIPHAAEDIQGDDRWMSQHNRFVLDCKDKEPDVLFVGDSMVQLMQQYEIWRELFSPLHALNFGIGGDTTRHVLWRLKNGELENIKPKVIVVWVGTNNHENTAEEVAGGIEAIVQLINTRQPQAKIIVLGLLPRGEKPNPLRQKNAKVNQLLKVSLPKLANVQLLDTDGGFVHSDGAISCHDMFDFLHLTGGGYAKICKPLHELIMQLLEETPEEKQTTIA
# GSTO1 counter = counter-screen for RBBP9 inhibitors: inhibitors of human GSTO1. recombinant GSTO1, activity-based probe fluorescence polarization. inhibition, % at 5.96 µM. 300,000 compounds, 1.1% hits. AID 1974;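 active = inhibition above the campaign mean inhibition plus 3 SD, cut at about 35% in these data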;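 also: 0% = GSTO1-1 with DMSO and 100% = wells lacking GSTO1-1 enzyme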
# PREPL inhibitor = inhibitors of human prolyl oligopeptidase-like enzyme PREPL. recombinant PREPL, fluorescence polarization activity-based probe. inhibition, % at 5.96 µM. 320,000 compounds, 0.68% hits; in the data active = inhibition above about 43%;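 also: 0% = enzyme with DMSO and 100% = wells lacking enzyme; many of its hits are not listed in these tables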
# pPAFAH inh = pPAFAH (human) enzyme inhibition; Q13093; recombinant pPAFAH, FP-rhodamine probe fluorescence polarization; inhibition, % at 3.39 µM; 330,000 compounds, 1.5% hits; AID 463082;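 active = inhibition above the mean inhibition across the screen plus 3 SD, cut at about 25% in these data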;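 also: inhibitors block binding of the rhodamine activity-based probe so polarization drops; 0% = enzyme with DMSO and 100% = wells lacking pPAFAH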
# Target sequence (Q13093 whole entry, looked up): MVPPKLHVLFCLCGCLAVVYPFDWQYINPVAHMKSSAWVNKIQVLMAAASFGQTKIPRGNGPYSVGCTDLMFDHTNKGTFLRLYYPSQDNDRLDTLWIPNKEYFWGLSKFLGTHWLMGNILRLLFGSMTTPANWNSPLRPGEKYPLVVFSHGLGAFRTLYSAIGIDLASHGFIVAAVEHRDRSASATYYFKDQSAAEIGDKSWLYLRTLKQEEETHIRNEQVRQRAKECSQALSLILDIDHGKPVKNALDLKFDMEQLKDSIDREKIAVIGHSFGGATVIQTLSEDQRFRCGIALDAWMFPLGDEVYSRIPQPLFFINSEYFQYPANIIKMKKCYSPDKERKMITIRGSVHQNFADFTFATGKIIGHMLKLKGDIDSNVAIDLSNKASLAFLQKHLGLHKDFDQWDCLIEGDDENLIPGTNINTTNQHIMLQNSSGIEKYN
# LYPLA1 inh = LYPLA1 (human) inhibition in PME1 counter-screen | O75608 | recombinant LYPLA1, FP-Rh probe fluorescence polarization | inhibition, % at 5.9 µM | 320,000 compounds, 0.16% hits | AID 2174;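 active = inhibition above the mean of all tested compounds plus 3 SD, set per campaign, cut at about 14% in these data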;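 also: inhibitors block serine hydrolase probe labeling of LYPLA1 so polarization falls; 0% = enzyme with DMSO and 100% = wells lacking LYPLA1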
# LYPLA2 inh = LYPLA2 (human) inhibition in PME1 counter-screen | O95372 | recombinant LYPLA2, FP-Rh probe fluorescence polarization | inhibition, % at 5.9 µM | 320,000 compounds, 0.38% hits | AID 2177;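 active = inhibition above the screen-wide mean plus 3 SD, limit set per campaign, cut at about 26% in these data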;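 also: 0% = LYPLA2 with DMSO and 100% = wells lacking LYPLA2 enzyme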
# PAFAH1B3 FP inh = inhibitors of human PAFAH1B3; Q15102; recombinant PAFAH1B3, FP-rhodamine probe, fluorescence polarization; inhibition, % at 3.39 µM; 340,000 compounds, 0.28% hits;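 active = inhibition above the screen-wide average of all tested compounds plus 3 SD, cut at about 25% in these data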;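 also: 0% = enzyme with DMSO only and 100% = wells lacking PAFAH1B3 protein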
# Active calls of the source: *; x = no result given; & = joins results of further samples.
# Each structure is followed by: pPAFAH inh	PAFAH1B3 FP inh	PAFAH1B2 FP inh	GSTO1 counter	PAD4 inh	LYPLA2 inh	LYPLA1 inh	PME-1 primary	PREPL inhibitor
- COC(=O)CC1(CC(=O)OC)C(=O)NC(=O)NC1=O
    -5	7	3	0	-4	-2	0	10	-6
- Cc1ccc(OCCSC2=NN2c2cc(C)nc(N)n2)cc1
    3	20	9	2	2	4	2	-6	7
- C[C@]12CCC(OC(=O)CCC(=O)O)CC1=CCC1C2CC[C@]2(C)C(=O)CCC12 (some centres undefined)
    1	1	3	-3	1	-5	0	-8	6
- O=C(c1ccc(Cl)cc1)C1CCCN(Cc2ccc3ncccc3c2)C1 (centres undefined)
    6	4	2	2	0	6	1	7	-90
- CC12CCC3C(CC=C4CC5(CCC43C)OCCO5)C1CCC2=O (centres undefined)
    2	0	4	-2	2	-4	-2	-6	-12
- Fc1ccc(CNCCc2ccccc2F)cc1
    4	6	-1	-2	3	1	-1	-6	-18
- O=C(c1cn(Cc2ccccc2)c2ccccc12)C1CC1
    -5	1	3	5	-5	-3	-4	-6	2
- CC(c1ccccc1)(c1ccccc1)c1ccncc1
    12	7	2	2	-3	8	5	3	-2
- CC1=C(C(=O)Nc2ccccc2)SCCO1
    -2	5	0	5	-6	0	2	-3	-7
- O=c1[nH]c(=S)n(-c2ccccc2F)c(O)c1C=Nc1ccc(N2CCOCC2)cc1
    29*	1	8	43*	17*	2	-2	10	7
- C=CCn1c(O)c(C=NCCN2CCNCC2)c(=O)[nH]c1=O
    -1	7	3	5	0	0	1	-3	17
- COc1ccc2c(c1)[nH]c1c(C)nccc12
    4	14	7	-2	1	5	-2	0	-6
- C[C@]12C[C@@H](O)[C@H](O)CC1=CCC1C2CC[C@@]2(C)C1CC[C@@H]2O (some centres undefined)
    3	14	1	x	1	x	x	x	4
- Cc1cc(NC(=O)COC(=O)c2c(C)nn(Cc3ccccc3)c2Cl)no1
    -1	-6	8	5	4	6	4	6	-10
- COc1cccc(C2=NOC(C(=O)N3CCC4(CC3)OCCO4)C2)c1 (centres undefined)
    4	1	0	0	-2	9	-3	10	1
- CCCCOCCCN1C(C)=CC(=C2C(=O)NC(=S)NC2=O)C=C1C
    4	5	4	2	-3	4	-1	5	6
- CC(C)CCOP(N)(=O)Oc1ccccc1Cl (centres undefined)
    1	26*	85*	2	-2	7	7	30*	-5
- CC(C)CN1CCN(Cc2c(F)cccc2Cl)CC1CCO (centres undefined)
    1	2	9	4	2	2	1	-2	1
- CCCCn1c(NS(=O)(=O)c2ccc(C)cc2)c(C(=O)OCC)c2nc3ccccc3nc21
    11	40*	6	82*	66*	9	3	5	11
- CCOc1ccc(/C=C2/C(=O)NC(=O)N(CCc3ccc(F)cc3)C2=O)cc1
    8	8	4	15	-5	-1	0	-2	6
- CCCC1(CCC)C(=O)NC(=Nc2ccccc2)NC1=O
    2	0	-2	1	4	5	-1	-1	7
- CC12CC[C@H]3[C@@H](CCC4(O)C[C@H](O)CCC34/C=N/NC(=O)c3ccccc3[N+](=O)[O-])C1(O)CCC2C1=CC(=O)OC1 (some centres undefined)
    8	4	7	7	-4	-1	3	2	-2
- Cn1c(O)c(C(=NCCN2CCCCC2)c2ccccc2Cl)c(=O)n(C)c1=O
    -6	-1	2	3	3	4	2	4	10
- O=C(O)c1cccc2c1NC(C(=O)O)C1CC(Sc3ccccc3[N+](=O)[O-])C(Cl)C21 (centres undefined)
    96*	49*	31*	39*	4	29*	12	18	33
- COc1cc2[nH]c(=O)n(-c3cccc(Cl)c3)c(=O)c2cc1OC
    2	-4	2	-3	-3	-4	-2	-1	-1
- N#Cc1ccc(OCC(=O)N2CCN(Cc3ccc4c(c3)OCO4)CC2)cc1
    -3	8	1	1	5	8	2	1	-2
- CC(=O)N1CN2CN(C(C)=O)CC(C(=O)c3ccc([N+](=O)[O-])cc3)(C2)C1
    6	0	-2	-12	-7	-4	0	0	-3
- O=C(c1cc(-c2ccncc2)nc2ccccc12)N1CCC2(CC1)OCCO2
    10	7	-3	3	7	0	2	1	2
- O=C(/C=C/c1c[nH]c2ccccc12)c1c(O)n(CCc2ccccc2)c(=O)[nH]c1=O
    -1	x	x	2	-8	-4	-3	18	11
- O=C(Nc1ccccc1)c1c(O)c2c(n(Cc3ccco3)c1=O)CCCC2
    0	8	7	-1	-2	1	1	8	1
- C[C@]12CCC(=O)C=C1CC[C@@H]1C2CC[C@]2(C)C(=O)CCC12 (some centres undefined)
    5	3	2	2	4	7	1	0	1
- O=C1NC(=O)[C@]2(Cc3ccccc3N3CCN(c4ccccc4)CC32)C(=O)N1Cc1ccccc1 (some centres undefined)
    22	7	8	8	-1	-1	0	7	21
- Cn1c(O)c(C=Nc2ccccc2Sc2ccccc2)c(=O)n(C)c1=O
    3	1	3	9	0	2	-4	4	-3
- CCOc1ccc(CC2(CCc3ccncc3)C(=O)NC(=O)NC2=O)cc1
    2	-1	0	0	3	-1	0	-1	10
- O=C(NCc1cccnc1)Nc1ccccc1Cl
    4	2	-2	2	-1	-4	2	2	0
- CCNC(=S)NCCC1=c2ccccc2=N/C1=C\c1c(O)n(C)c(=O)n(C)c1=O
    2	x	x	16	4	2	1	-6	11
- Cc1ccc(CN2CCN(Cc3ccccc3)CC2)cc1
    3	5	7	-4	-3	4	3	6	-10
- Cc1cccc(CN2CCCN(Cc3ccc(Cl)cc3)S2(=O)=O)c1
    5	2	1	-1	-3	-5	0	-4	-18
- Cc1nc2ccccc2c(=O)n1-c1cccc(O)c1
    -2	13	-2	5	-6	5	0	-1	6
- COC(=O)[C@]1(C)C[C@H]1[C@H](NP(=O)(c1ccccc1)c1ccccc1)c1ccccc1
    -2	4	-4	5	-5	6	-3	5	-3

# Grouped by structure, the entries above with a COOH group
# Each structure is followed by: pPAFAH inh	PAFAH1B3 FP inh	PAFAH1B2 FP inh	GSTO1 counter	PAD4 inh	LYPLA2 inh	LYPLA1 inh	PME-1 primary	PREPL inhibitor
- C[C@]12CCC(OC(=O)CCC(=O)O)CC1=CCC1C2CC[C@]2(C)C(=O)CCC12 (some centres undefined)
    1	1	3	-3	1	-5	0	-8	6
- O=C(O)c1cccc2c1NC(C(=O)O)C1CC(Sc3ccccc3[N+](=O)[O-])C(Cl)C21 (centres undefined)
    96*	49*	31*	39*	4	29*	12	18	33

# (continued)
# Each structure is followed by: pPAFAH inh	PAFAH1B3 FP inh	PAFAH1B2 FP inh	GSTO1 counter	PAD4 inh	LYPLA2 inh	LYPLA1 inh	PME-1 primary	PREPL inhibitor
- Cc1cnn(C2CCN(C)CC2)c1N
    4	1	4	-10	-3	-1	1	-9	-4
- CCN(CC)c1ccc(/C=C/[N+](=O)[O-])cc1
    8	10	2	36*	3	5	2	-4	6
- CCOP(=O)(OCC)C(NC(=O)CN1C(=O)c2ccccc2S1(=O)=O)C(Cl)(Cl)Cl (centres undefined)
    -3	5	3	-2	1	4	4	2	9
- C=CCN1CC[C@]23c4c5ccc(O)c4O[C@H]2C(=O)CC[C@@]3(O)[C@H]1C5
    -1&1	7&7	0&6	-2&1	2&1	0&-2	-1&-1	-1&4	6&18
- CCc1nc2ccccc2c(=O)n1-c1ccccc1[N+](=O)[O-]
    7	1	0	4	1	0	-2	5	4
- O=c1ccc2cc(OC3O[C@H](CO)[C@@H](O)[C@H](O)[C@H]3O)c(O)cc2o1 (some centres undefined)
    -1	7	-2	3	-8	4	1	1	11
- O=c1[nH]c(=O)n(CCC2=CCCCC2)c(O)c1/C=N/Nc1ccccc1
    9	12	6	17	-19	-1	-5	-8	1
- COC12CCC3(CC1C(C)(O)C(C)(C)C)[C@H]1Cc4ccc(O)c5c4[C@@]3(CCN1CC1CC1)C2O5 (some centres undefined)
    0	3	-1	x	-2	x	x	x	14
- C[C@]12CCC(=O)C=C1CCC1C2CC[C@@]2(C)C1CC[C@]2(C)O (some centres undefined)
    5	2	4	x	1	x	x	x	10
- Cn1c(O)c(C=NCCN2CCN(C(=O)c3ccccc3)CC2)c(=O)n(C)c1=O
    0	-3	1	1	-3	-4	0	-5	2
- COC(=O)C1=C(c2ccc(Cl)c(C(F)(F)F)c2)C[C@@H]2CC[C@H]1N2C(=O)NCc1cc(C)oc1C(F)(F)F
    2	-9	3	x	-3	-5	-2	-12	-12
- CCC(C)C1(CC)C(=O)NC(=O)N=C1N (centres undefined)
    2	0	3	5	2	0	-2	1	2
- CN1CCCC(C(=O)c2ccc(Cl)cc2)C1 (centres undefined)
    -1	13	4	5	3	1	2	8	-11
- CCC(C)N1CCN(C(=O)Cc2ccccc2)CC1 (centres undefined)
    3	4	-4	4	-2	10	0	3	13
- CN(CCc1ccccc1)Cc1c[nH]c2ccccc12
    6	2	0	13	3	7	1	5	-5
- O=C(c1ccc2c(c1)ncn2-c1ccc(F)cc1F)N1CCC2(CC1)OCCO2
    0	-2	0	-4	0	6	0	4	6
- CC(C)C(C)(NC(=O)c1cccn(Cc2ccc3c(c2)OC(F)(F)O3)c1=O)C(N)=O (centres undefined)
    6	1	0	3	0	1	-2	1	28
- O=[N+]([O-])c1ccc(N2CCCC(C(F)(F)F)C2)c2ccncc12 (centres undefined)
    12	12	0	4	-3	11	8	10	12
- CCOc1cc2c(cc1OCC)-n1cccc1C(c1ccc(C)cc1C)NC2 (centres undefined)
    3	5	-1	2	4	2	-2	9	17
- Cn1ncc(Cl)c1C(=O)N1CCC2(CC1)OCCO2
    -2	0	4	8	2	0	2	6	-2
- COc1ccc(OC)c(N2C(=O)NC(=O)C3(Cc4cc(C)ccc4N(C)C3)C2=O)c1 (centres undefined)
    2	-2	1	5	-1	-6	1	-5	2
- O=C(CN1CCCC1=O)N1CCOCC1
    0	2	4	56*	0	-6	1	-5	5
- COCCCn1c(-c2ccc(OC)cc2)cc(C(=O)NC2CCCCCCC2)c1C
    -2	9	2	-10	3	4	1	0	-3
- CCC(=NCCC(c1ccccc1)c1ccccc1)c1c(O)[nH]c(=O)[nH]c1=O
    -3	1	19	-12	-3	-4	-4	-3	-6
- COc1ccc(-n2c(O)c(C=NCc3ccc4c(c3)OCO4)c(=O)[nH]c2=O)cc1
    -3	10	1	6	0	-2	-2	-1	1
- Fc1ccc(Cn2nnnc2CN2CCC(n3nnc4cc(C(F)(F)F)ccc43)CC2)cc1
    5	-3	5	0	-7	20	2	2	-2
- CCCCC(=O)C1C(=O)NC(=O)NC1=O
    -3	11	-3	-8	-7	5	-2	-5	14
- CCN1CCN(C(=O)Cc2coc3ccc4ccccc4c23)CC1
    1	9	-2	-10	2	-2	-1	-1	-2
- O=C1Nc2cc(C(=O)N3CCC4(CC3)OCCO4)ccc2NC1CSCc1cccc(F)c1 (centres undefined)
    6	x	x	-17	-5	8	2	-7	18
- Clc1ccc(C(OCCN2CCCCC2)c2ccccc2)cc1 (centres undefined)
    1	2	0	5	-2	1	1	-3	-2
- N=C1c2ccccc2CN1c1cccc([N+](=O)[O-])c1
    -1	4	-1	8	2	3	3	0	2
- COc1cccc(CN2CCN(Cc3cccc(F)c3)CC2)c1
    -3	4	1	-2	2	4	0	-3	0
- CCN1CCN(c2nc3c(c(=O)[nH]2)CCCC3)CC1
    -6	2	2	-2	2	-2	-2	-10	15
- CCN(CC)C(=O)c1ccc(NC(=O)c2ccc(-c3nn(C)c(=O)c4ccccc34)cc2)cc1
    -2	5	-3	-5	-4	6	-2	-3	-1
- Cc1sc(-n2c(C)cc(C=C3C(=O)NC(=O)NC3=O)c2C)c(C#N)c1C
    8	x	x	3	0	-3	-2	-1	1

# This is a subset. The share of hits here may be higher or lower than overall.
